High-throughput results: PubChem BioAssay, Broad Institute
ERp5 inh = inhibitors of ERp5-driven insulin aggregation, primary screen, biochemical, turbidity, absorbance 650 nm, single point. Protein disulfide-isomerase A6 (Homo sapiens), Q15084. 90 min. inhibition, % at 9.99 µM. actives 0.05% (n = 350,000). AID 651711, 2012;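 active = mean replicate inhibition above about 25%, with every replicate also reaching it, limit read from the data, passing the limit was not always enough; inconclusive = only one of those two criteria met; inactive = neither criterion met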
SIRT5 block = SIRT5 desuccinylase inhibitors, primary screen, biochemical, fluorescence imaging, single point, set 5; inhibition, % at 15 µM; Purified SirT5, succinyl-peptide AMC, trypsin-coupled fluorescence; NAD-dependent protein deacylase sirtuin-5, mitochondrial (Homo sapiens), Q9NXA8; AID 652115, 2013; actives 1.1% (n = 330,000); in the data active = inhibition above about 15%; inconclusive = no clear call, values can overlap the other calls
Target sequence (Q9NXA8 whole entry, looked up): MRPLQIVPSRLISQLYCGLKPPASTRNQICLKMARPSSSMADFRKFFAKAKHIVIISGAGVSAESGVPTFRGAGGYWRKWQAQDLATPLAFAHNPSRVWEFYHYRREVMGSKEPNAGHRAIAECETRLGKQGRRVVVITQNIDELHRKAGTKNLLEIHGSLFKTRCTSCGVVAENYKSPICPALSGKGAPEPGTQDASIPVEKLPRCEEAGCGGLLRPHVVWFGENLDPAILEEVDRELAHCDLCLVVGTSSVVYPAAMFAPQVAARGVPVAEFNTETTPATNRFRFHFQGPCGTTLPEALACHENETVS
PglD inh = C. jejuni PglD acetyltransferase inhibitors, primary screen, biochemical, DTNB colorimetric, single point | inhibition, % at 12.5 µM | purified PglD enzyme, DTNB colorimetric CoA detection | actives 0.098% (n = 360,000); in the data active = inhibition above about 16%, passing the limit was not always enough; inconclusive = no clear call, values can overlap the other calls; note: strong numbers were not always called active
S100A4 inh HTS = inhibitors of S100A4-myosin IIA peptide binding, primary screen, biochemical, fluorescence polarization, TAMRA-MyoIIA peptide | inhibition, % at 10.7 µM | AID 652163, 2013 | actives 0.14% (n = 360,000);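 active = mean inhibition of at least 70% across replicates, with every replicate also reaching that level; inconclusive = mean inhibition reaches 70% but some replicates fall short; inactive = mean inhibition below 70%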
Target sequence (P26447 whole entry, looked up): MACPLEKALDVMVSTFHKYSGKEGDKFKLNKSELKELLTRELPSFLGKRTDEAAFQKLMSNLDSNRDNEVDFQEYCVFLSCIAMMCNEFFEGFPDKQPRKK
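Material: S100A4 monomer protein | Medium: HEPES pH 7.2 with CaCl2, KCl, NaCl, DTT, Triton | Reagent: Labelled myosin peptide probe, 5 nM | Doses: One dose per compound | Times: 5 min incubation before reading | Benchmarks: Neutral control DMSO, positive control TFP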
E-selectin induc = E-selectin induction in HUVECs, primary screen, imaging, HUVEC, immunofluorescence imaging, single point; P16581; normalized: neutral wells 0, TNF-alpha wells 100; activation, % at 7.58 µM; actives 0.37% (n = 260,000);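 active = mean E-selectin-positive cell signal at least 10% of the positive control, reached in at least 60% of replicates, without over 20% cell loss; inconclusive = no rule given, readout overlaps actives, possibly toxicity-flagged; inactive = the rest, including those meeting only one limit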;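 note: in these data hits start at about 27%; measured in HUVEC primary endothelial cells; signal is the percent of cells scored E-selectin positive by PE staining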
Target sequence (P16581 whole entry, looked up): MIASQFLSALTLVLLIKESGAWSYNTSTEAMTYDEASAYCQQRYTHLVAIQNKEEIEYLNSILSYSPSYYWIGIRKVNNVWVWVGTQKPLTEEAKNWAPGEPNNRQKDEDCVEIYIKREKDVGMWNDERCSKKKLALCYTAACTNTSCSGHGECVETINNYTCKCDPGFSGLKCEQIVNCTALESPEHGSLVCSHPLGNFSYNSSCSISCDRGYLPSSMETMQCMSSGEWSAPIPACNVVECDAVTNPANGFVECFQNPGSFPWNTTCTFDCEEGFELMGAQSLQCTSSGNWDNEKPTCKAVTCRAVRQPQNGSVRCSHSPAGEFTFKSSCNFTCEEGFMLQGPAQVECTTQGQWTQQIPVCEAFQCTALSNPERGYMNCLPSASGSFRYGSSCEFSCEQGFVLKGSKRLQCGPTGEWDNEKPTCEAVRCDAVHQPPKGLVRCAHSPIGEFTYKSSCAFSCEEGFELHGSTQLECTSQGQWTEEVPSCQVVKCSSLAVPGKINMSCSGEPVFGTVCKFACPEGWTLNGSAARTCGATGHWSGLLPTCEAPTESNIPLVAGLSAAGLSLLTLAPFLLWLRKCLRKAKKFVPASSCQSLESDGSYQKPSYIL
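Assay system: HUVEC, human umbilical vein endothelial cells / Amount: 3,000 HUVEC/well / Controls: TNF-alpha positive control, DMSO neutral control / Compound dosing: single concentration / Medium: EGM-2 over gelatin coat / Evaluation: percent E-selectin-positive cells / Signal: immunofluorescence imaging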
C2C12 statin = suppressors of statin myotoxicity in C2C12 myotubes, primary screen, cell-based, single point, plate reader; C2C12 myotubes + simvastatin, ATP luminescence, 48 h; scaled: DMSO 0, geranylgeraniol control 100; actives 0.78% (n = 330,000); rescue of ATP level, % at 7.49 µM;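 active = mean ATP rescue above about 67%, or every replicate alone reaching that limit, limit read from the data, passing the limit was not always enough; inconclusive = no clear call, values can overlap the other calls; inactive = mean under the limit and some replicate under it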;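 note: myotubes were challenged with 10 µM simvastatin during compound exposure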
DENV2 CPE rescue = inhibitors of DENV2 cytopathic effect, primary screen, cell-based, plate reader, single concentration. DENV2-infected cells, cytopathic effect rescue. CPE inhibition, % at 9.99 µM. actives 1.7% (n = 350,000); in the data active = CPE inhibition above about 20%, passing the limit was not always enough; inconclusive = no clear call, values can overlap the other calls; tested in BHK-21 cells;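 note: 0% = median of neutral control wells and 100% = median of positive control wells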
Numbers without * were called inactive; ? = inconclusive; . = no result given. A portion of the library. The share of hits here may be higher or lower than overall.

Values run as follows: ERp5 inh	SIRT5 block	PglD inh	S100A4 inh HTS	E-selectin induc	C2C12 statin	DENV2 CPE rescue
C[C@@H]1CN([C@H](C)CO)C(=O)c2cc(NS(C)(=O)=O)ccc2O[C@@H]1CN(C)Cc1ccc(-c2ccccc2)cc1
  0.4	-1.2	6.3	-4.2	0.0	10.7	1.1
C[C@H](CO)N1C[C@H](C)[C@@H](CN(C)CC2CC2)Oc2c(NS(=O)(=O)c3cn(C)cn3)cccc2C1=O
  -3.1	-1.5	0.6	8.4	.	-4.3	?
O=C(/C=C/c1cccc([N+](=O)[O-])c1)OC1CCCCC1=O (stereo not given)
  -0.3	-0.4	.	-1.7	2.1	.	-6.8
CCn1cc(CNC(=O)c2ccc3nc(Cc4ccc(OC)cc4)oc3c2)cn1
  3.0	-1.9	4.0	0.4	0.3	-61.2	-0.5
O=C(CSc1ncccn1)NCc1cccc(Cl)c1
  -4.2	1.4	.	11.9	1.3	.	.
COc1ncnc2c1ncn2CCCNc1ccc(C)c(C)c1
  2.6	-1.5	2.1	-4.3	-0.1	4.6	-8.6
CCN(c1ccccc1)S(=O)(=O)c1ccc(OC)c(NC(=O)C2CC(=O)N(Cc3ccccc3)C2)c1 (stereo not given)
  5.9	-2.3	.	-3.7	-0.3	-4.6	5.2
Cc1noc(C)c1S(=O)(=O)N(CC(=O)Nc1ccc2c(c1)OCO2)c1ccc(C(C)C)cc1
  -4.8	.	-3.6	-1.8	.	2.8	11.3
CCOC(=O)Cc1csc(NC(=O)c2ccc([N+](=O)[O-])cc2[N+](=O)[O-])n1
  2.4	-6.5	-1.1	8.8	.	-1.9	-0.8
COC(=O)C1=C(C(=O)OC)C2C=CC1C1C(OC(C)=O)C(OC(C)=O)C21 (stereo not given)
  3.5	-0.9	-1.8	-10.4	-0.2	-3.2	9.1
CCCCSc1nnc(-c2c[nH]c3ccccc23)n1C
  -10.6	1.3	-1.5	1.3	0.1	-13.2	3.9
O=C(c1ccccc1)C(C(=O)N1CCCCC1)n1ccccc1=O (stereo not given)
  1.0	15.0	.	-2.3	-1.3	.	11.5
O=C(NCC1CCCO1)c1cc(NS(=O)(=O)c2cccs2)cc(NS(=O)(=O)c2cccs2)c1 (stereo not given)
  3.5	-0.8	4.9	-3.8	.	-3.5	10.8
COc1ccc(C)cc1NC(=O)CN1CCCC1c1ccc2c(c1)OCCCO2 (stereo not given)
  -1.8	4.9	6.1	4.1	-0.3	1.0	-6.0
CCOc1ccc(C(=O)NC(C(=O)NCCc2ccc(OC(F)F)cc2)C(C)C)cc1 (stereo not given)
  0.1	0.6	6.8	-5.2	.	2.9	-4.3
N#Cc1nc(-c2ccccc2)oc1N1CCN(C(=O)c2ccco2)CC1
  1.2	-5.2	-2.2	0.3	0.0	.	5.5
CCCN(C)C[C@@H]1Oc2cc(-c3cccnc3)ccc2S(=O)(=O)N([C@@H](C)CO)C[C@@H]1C
  -1.3	-1.6	-0.4	-15.4	-0.2	-7.7	11.3
Cc1c(C(=O)OCC[N+]2(C)CCCCC2)oc2ccccc12
  -2.9	-2.5	-5.9	-6.1	.	5.5	-2.3
COc1ccccc1CCN1CCCC(CN(C)C(=O)CCC(N)=O)C1 (stereo not given)
  1.5	-3.9	2.5	-6.1	0.4	-4.1	-1.7
Cc1n[nH]c(=O)c2c(NC(=O)COC(=O)c3cccc(OC(F)F)c3)oc(C)c12
  -0.6	4.4	1.6	9.7	0.0	-0.8	1.7
O=C(Nc1ccc2c(c1)[C@H]1C[C@H](CC(=O)N3CCOCC3)O[C@@H](CO)[C@H]1O2)C1CCC1
  .	.	14.0	.	-0.2	-4.9	-9.0
CNc1c(NS(=O)(=O)c2ccc3c(c2)CCCC3)c(=O)oc2ccccc12
  -3.1	5.2	-6.4	-0.5	.	3.9	-0.9
CC1CCN(CC(=O)N(C)c2c(N)n(Cc3ccccc3)c(=O)[nH]c2=O)CC1
  10.6	0.5	1.5	-4.1	.	-1.7	-12.3
CCOC(=O)Cn1c(S(=O)(=O)Cc2ccccc2Cl)nc(-c2ccccc2)c1-c1ccccc1
  -2.9	-1.4	-0.8	1.3	.	2.3	6.1
COc1ccccc1N1CCN(C(=O)c2ccc(-c3nc4ccccc4s3)o2)CC1
  -2.8	4.5	0.8	-8.1	.	-11.3	-0.3
N#C[C@H]1[C@H](c2ccc(-c3ccc(F)cc3)cc2)[C@H](CO)N1c1nc(-c2ccccc2)cs1
  -5.0	3.1	.	-18.3	-0.7	.	-8.9
O=c1[nH][nH]c(=O)c2c(NS(=O)(=O)c3ccccc3)cccc12
  3.1	-1.9	.	-3.6	.	9.1	-0.4
CN1C(=O)c2ccccc2CC12c1ccccc1C(=O)N2C (stereo not given)
  0.0	.	-1.1	7.4	0.2	-9.0	8.4
CC(C)NC(=O)NC(=O)COC(=O)c1ncc(Cl)c(Cl)c1Cl
  -6.7	3.3	.	2.2	.	.	4.4
C[C@@H]1CCCCO[C@H](CN(C)S(=O)(=O)c2cccs2)[C@@H](C)CN([C@@H](C)CO)C(=O)c2cc(NC(=O)c3ccncc3)ccc2O1
  0.7	2.7	-45.4	-32.4	.	.	0.5
Cc1ccc(CNC(=O)c2ccc(N(C)S(=O)(=O)c3ccccc3)cc2)cc1
  1.3	-4.4	-2.0	3.8	-0.3	2.3	-4.8
Cc1cc(OCC(=O)OCC(=O)N2c3ccccc3NC(=O)C2(C)C)ccc1Cl
  2.4	1.5	-0.6	-0.8	.	7.0	?
Cc1ccccc1S(=O)(=O)N1[C@H](C#N)[C@@H](c2ccccc2)[C@@H]1CO
  -2.1	-3.5	4.3	1.1	0.4	13.5	-0.9
O=C(Cn1cc(C(=O)c2ccco2)c2ccccc21)NC1CC1
  -1.1	-0.3	.	-10.8	-0.3	.	-0.8
COC(=O)C1=CN(Cc2ccc(OC)c(OC)c2)C=C(C(=O)OC)C1c1ccc(F)cc1
  1.3	17.7*	5.5	-2.1	.	8.8	-2.2
CN1CCN(C(=S)Nc2cc([N+](=O)[O-])ccc2Cl)CC1
  -4.2	-10.9	1.9	-0.3	.	.	6.2
CO[C@H]1CN(C)C(=O)c2cc(NC(=O)C3CCC3)ccc2OC[C@H](C)N(Cc2ccncc2)C[C@H]1C
  -4.2	-4.5	0.5	-4.8	0.2	-1.9	-9.0
O=C(COC(=O)c1ccccn1)NCc1cccc(Cl)c1
  10.9	-7.7	0.0	0.7	.	-13.4	4.1
Cc1[nH]c(=O)sc1C(=O)NCc1ccc([N+](=O)[O-])cc1
  0.0	.	0.1	-4.8	.	8.9	3.8
O=C(c1ccc(COc2ccc(Cl)cc2Cl)o1)N1CCCC1
  8.6	-13.0	-7.0	1.9	0.2	-3.4	0.3
CN(C)c1cccc(NC(=O)NC2(C)CCS(=O)(=O)C2)c1 (stereo not given)
  -1.6	-7.8	-0.6	-4.0	.	4.1	12.1
CO[C@@H]1CN(C)C(=O)c2ccc(NC(=O)C3CCC3)cc2OC[C@H](C)N(C(=O)CN(C)C)C[C@@H]1C
  .	.	-1.0	.	-0.2	7.5	.
O=C(NC1CCN(S(=O)(=O)c2ccccc2)CC1)C1CCCCC1
  2.0	0.6	-0.9	5.9	.	-18.7	-1.2
Cc1ccc(Cl)cc1NC(=O)CCC(=O)NCc1ccco1
  -0.1	-2.2	-4.2	2.6	.	23.7	7.2
CSc1ccccc1NC(=O)COC(=O)c1ccc(O)cc1
  0.5	-1.7	1.4	-2.7	.	-5.5	.
CCCCCOc1ccc(C(=O)OC(C)C(=O)NCc2ccco2)cc1 (stereo not given)
  4.3	2.1	-0.9	-7.2	.	6.9	-6.9
COc1cc(CCC(=O)OCC(=O)Nc2c(F)cccc2F)cc(OC)c1OC
  -0.5	1.1	-1.3	2.6	.	7.4	-8.2
N#C[C@H]1[C@@H](c2ccccc2C2=CCCCC2)[C@@H](CO)N1C(=O)NC1CCCCC1
  -1.8	-3.6	.	-1.1	0.3	.	?
COc1ccccc1CCNS(=O)(=O)c1cn(C)c(=O)n(C)c1=O
  8.7	-1.8	.	2.4	0.1	.	14.9
CCC(=O)Nc1ccc2c(c1)C(=O)N(C)C[C@@H](OC)[C@@H](C)CN(Cc1ccncc1)[C@@H](C)CO2
  -2.0	-5.8	0.1	28.2	-0.2	-8.6	9.7
C[C@H](CO)N1C[C@H](C)[C@@H](CN(C)S(=O)(=O)c2ccccc2)OCCCC[C@H](C)Oc2ccc(NS(=O)(=O)c3ccccc3)cc2C1=O
  -0.1	6.3	1.5	-5.1	0.0	.	6.9
O=C(C[C@H]1CC[C@H]2[C@@H](COC[C@H](O)CN2Cc2cccc(-c3ccncc3)c2)O1)N1CCOCC1
  .	.	-1.9	.	0.0	21.9	-1.1
c1ccc(COCc2ccccc2)cc1
  1.2	.	.	3.9	.	.	-11.5
C(=NOCCc1ccccc1)c1ccccn1
  -1.2	-6.8	-1.8	23.0	-0.1	-12.5	-2.1
Cc1ccc(C(=O)N2CCC3(CC2)Oc2ccc(F)cc2C(=O)C32CC(c3ccc(Cl)cc3)=NO2)s1 (stereo not given)
  4.8	-2.0	10.7	2.8	0.1	-21.1	-1.2
O=C(N/N=C/c1c[nH]c2ccccc12)c1ccccc1O
  1.1	4.6	-5.0	-3.3	.	-15.5	-2.0
COc1cc(/C=C/C(=O)OCC(=O)NC2CC2)cc(OC)c1OC
  4.7	-1.0	-0.5	9.0	-1.1	-3.5	-0.3
Cn1ncc2c1NC(c1ccc(F)cc1)SCC2=O (stereo not given)
  -0.6	-0.2	3.2	-0.4	.	24.2	5.2
Nc1nc2ccccc2n1CCOc1ccc(Br)cc1
  2.9	-4.9	-1.7	-1.5	0.8	23.6	-3.1
CC(=O)NC(=S)Nc1ccc2oc(=O)ccc2c1
  3.4	-1.7	.	-2.9	0.8	.	0.1

Record cards, as listed above. Order of values: ERp5 inh | SIRT5 block | PglD inh | S100A4 inh HTS | E-selectin induc | C2C12 statin | DENV2 CPE rescue
Entry for COC(=O)C1=CN(Cc2ccc(OC)c(OC)c2)C=C(C(=O)OC)C1c1ccc(F)cc1 → 1.3 | 17.7* | 5.5 | -2.1 | . | 8.8 | -2.2
Entry for c1ccc(COCc2ccccc2)cc1 → 1.2 | . | . | 3.9 | . | . | -11.5

Entries listed so far printed as active in SIRT5 block.
SMILES,ERp5 inh,SIRT5 block,PglD inh,S100A4 inh HTS,DENV2 CPE rescue
COC(=O)C1=CN(Cc2ccc(OC)c(OC)c2)C=C(C(=O)OC)C1c1ccc(F)cc1,1.3,17.7*,5.5,-2.1,-2.2
